b-catenin transl: beta-catenin nuclear translocation modulation; nuclear translocation activity, % at 5 µM; 190,000 compounds, 0.3% hits; HeLa beta-catenin nuclear translocation, immunofluorescence imaging;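 active = nuclear translocation activity above 50% at 5 µM, with a well cell count of 50 or more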;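 note: per-cell ratio of nuclear to cytoplasmic median beta-catenin stain intensity; plate controls were DMSO negative control for no effect and GSK-3 inhibitor IX positive control for full effect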
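System: Human HeLa cells, endogenous beta-catenin | Compound dosing: 5 µM primary, 0.02–20 µM confirmation | Timing: 24 h compound exposure at 37°C, 5% CO2 | Measured by: Fluorescence imaging of beta-catenin antibody stain plus DAPI | Read-out basis: % activation of per-cell nuclear versus cytoplasmic median beta-catenin signal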
WT yeast gro inh: growth inhibition of WT yeast, mitochondrial fusion screen; inhibition, % at 10 µM; mitochondrial fusion phenotypic screen, WT strain; 190,000 compounds, 2.1% hits; AID 1362; in the data active = inhibition above about 58%; tested in S. cerevisiae
Yfh1-depleted yeast: enhancers of respiration in Yfh1-depleted yeast, dose response, Friedreich's ataxia, plus single-dose screen (AID 1465). S. cerevisiae Yfh1-off respiration, WST-1 reduction, 72 h; higher fold induction means a stronger effect. fold induction at 50 µM, or EC50 in µM where a hit was titrated. 220,000 compounds, 0.074% hits;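 active = fold induction of absorbance versus untreated yeast above a set limit, then at least 30% activation at any dose in follow-up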;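 note: activators that raise dye reduction in frataxin-depleted yeast; strong numbers were not always called active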
Autophagy HCS: alters autophagy in cells; MEF GFP-LC3 puncta imaging; test concentration mostly 10 µM; calls only at 10 µM (by protocol); 190,000 compounds, 0.98% hits;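 active = percentage of spot-positive cells more than 3 SD above its plate mean, without a fluorescence outlier flag or 80% toxicity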;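 note: spot-positive cell cutoff set from DMSO-treated cells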
Ins promoter up: MIN6 insulin promoter up-regulation; MIN6 insulin promoter-GFP reporter, high-content imaging; hits give high values; 190,000 compounds, 0.3% hits; AID 1625; z-score at 5 µM;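 active = z-score above 3 at 5 µM with at least 500 cells counted in the well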
HEK293 NOD2/NF-kB: inhibition of NOD2-driven NF-kB reporter – cell-based, luminescence, uHTS, HEK293 (AID 1566). HEK293 NOD2/NF-kB luciferase reporter, luminescence; higher % means a stronger effect. inhibition, % at 4 µM; hits with a dose series show EC50 in µM. 290,000 compounds, 0.63% hits; in the data active = inhibition above about 50%; note: many of its hits are not listed in these tables
Hep lipid drop: modulators of hepatic lipid droplet formation; AML12 mouse hepatocytes, oleate lipid droplets, BODIPY imaging; inhibition, % at 6.5 µM; 240,000 compounds, 0.4% hits;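 active = lipid droplet intensity inhibited by at least 50%, with more than 500 cells counted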
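Material – mouse AML12 hepatocyte cell line, fixed after treatment · Compound dosing – one dose, 6.5 µM compound · Times – compound with oleate, overnight · Measured by – Image-based BODIPY and DAPI two-channel analysis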
MT stabilize HCS: microtubule stabilizers in HeLa cells. HeLa tubulin immunostaining HCS, 24 h; share of cells brighter than vehicle mean+2SD. AID 2205. 200,000 compounds, 0.83% hits. % tubulin-high responders, % at 10 µM;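 active = plate Z-score above 3 for both tubulin-high and condensed-nucleus cell shares, with cell loss under 80%, at 10 µM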;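 note: anti alpha tubulin signal scored within the nucleus-defined area of each cell; some results filed as inactive read as strong as hits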
Dynein cargo inh: blocks dynein driven cargo transport along microtubules | z-score, hits read low | 220,000 compounds, 0.47% hits | 3617.4 mouse cells, GR-EGFP nuclear translocation imaging; test concentration mostly 20 µM; stimulated with dexamethasone, 1 µM; hits give low values;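 active = plate z-score of nuclear minus cytoplasmic receptor signal below a set negative limit, without overly bright fluorescence or cell loss, cut at about -3.5 in these data, passing the limit was not always enough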;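 note: z-score of nuclear minus cytoplasmic ring GR-EGFP intensity difference per well; some compounds called inactive have numbers as strong as hits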
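Buffer or medium: tetracycline-free induction medium containing charcoal-stripped FBS / Reagent: dexamethasone agonist, 1.0 µM final, for 30 min / Technique: automated 10x imaging of fixed Hoechst-stained cells / Times: induction 48 h, compound 1 h, agonist 30 min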
WT yeast gro inh mutant strain: recorded beside WT yeast gro inh, whose call it bears; inhibition, %; mitochondrial fusion phenotypic screen, mutant strain inhibition
Dynein cargo inh cytoplasmic EGFP: also measured in Dynein cargo inh; calls as there; z-score; measured here: cytoplasmic GR-EGFP intensity; hits give high values
Dynein cargo inh nuclear GR-EGFP: also measured in Dynein cargo inh; calls as there; z-score; measured here: nuclear GR-EGFP intensity;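 lower value marks the stronger effect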
Dynein cargo inh cell count: recorded beside Dynein cargo inh, whose call it bears; z-score; measured here: cell count per field
Ins promoter up cell count: recorded beside Ins promoter up, whose call it bears; cell count; measured here: cytotoxicity, nuclei count;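 total cells summed across four imaged fields per well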
Hep lipid drop cells 6.5 µM: further read-out of Hep lipid drop, marked with its call; cell count; measured here: cell count, cytotoxicity flag;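 cells counted across two imaged fields per well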
b-catenin transl cell count 5 µM: second read-out of b-catenin transl, no call of its own (marks repeat the call); cell count; measured here: cell count, cytotoxicity flag
MT stabilize HCS Hoechst-high %: further read-out of MT stabilize HCS, marked with its call; % Hoechst-high responders; measured here: nuclear condensation Hoechst responders;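 share of cells brighter than vehicle mean plus two SD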
MT stabilize HCS cytotoxicity %: further read-out of MT stabilize HCS, marked with its call; toxicity, %; measured here: cytotoxicity by cell density;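 0% = mean cell density of plate MIN control wells and 100% = no cells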
Autophagy HCS cell loss 18 h: further read-out of Autophagy HCS, marked with its call; toxicity, %; measured here: cell loss, nuclei count;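 cell loss after 18 h compound exposure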
* hit, by the source's call; i = inactive; · = not tested or not shown. Only part of the results is shown; count on the stated rates, not on these rows.

SMILES | b-catenin transl | b-catenin transl cell count 5 µM | WT yeast gro inh | WT yeast gro inh mutant strain | Yfh1-depleted yeast | Autophagy HCS | Autophagy HCS cell loss 18 h | Ins promoter up | Ins promoter up cell count | HEK293 NOD2/NF-kB | Hep lipid drop | Hep lipid drop cells 6.5 µM | MT stabilize HCS | MT stabilize HCS Hoechst-high % | MT stabilize HCS cytotoxicity % | Dynein cargo inh | Dynein cargo inh cytoplasmic EGFP | Dynein cargo inh nuclear GR-EGFP | Dynein cargo inh cell count
N#CC1=C(N)OC2=C(C(=O)CCC2)C12CCC1(CC2)OCCO1 | 3.0 | 1419 | -8 | -14 | i | i | 15 | 0.03 | 1643 | 5% | · | · | 4.9 | 4.0 | 5.2 | -0.93 | -0.29 | -0.37 | 0.64
Cc1cc(C(=O)NCCCN2CC(C)CC(C)C2)n(-c2ccccc2)n1 (stereo not drawn) | · | · | 5 | -1 | i | i | 12 | -1.1 | 915 | -17% | · | · | 2.3 | 3.4 | 6.7 | 1.5 | -0.098 | 0.99 | -0.91
O=c1cc(N2CCOCC2)[nH]c(=O)n1Cc1ccc(F)cc1 | · | · | 7 | -5 | i | i | 7 | 0.65 | 1035 | 0% | · | · | 4.5 | 2.9 | 7.5 | -0.7 | -0.23 | -0.25 | 0.61
C/C(=N\Nc1ccc(Cl)c(C(=O)O)c1)c1ccc2c(c1)OCO2 | 2.7 | 964 | -7 | 25 | i | i | 1 | · | · | -81% | 2 | 701 | 1.2 | 1.7 | 5.8 | -0.35 | -0.37 | -0.03 | 0.099
O=C(NCN1C(=O)C2C3C=CC(C3)C2C1=O)Nc1nccs1 (stereo not drawn) | -3.7 | 1215 | 3 | 5 | i | i | 4 | -0.42 | 1165 | -1% | -7 | 733 | 3.0 | 1.7 | 3.1 | 1.2 | -0.12 | 1.1 | 0.33
CN(C)c1nc(-c2ccccc2)cc(C(F)(F)F)c1C#N | -0.6 | 1405 | 44 | 0 | i | i | 0 | -0.32 | 1413 | 6% | · | · | 1.8 | 1.2 | 0.9 | 0.15 | -0.18 | -0.087 | 0.2
COC(=O)C(C)NC(=O)C1CCCN1S(=O)(=O)c1cc(C)c(Cl)cc1C (stereo not drawn) | -6.4 | 983 | 12 | 6 | i | i | 5 | -0.34 | 1090 | 12% | · | · | 3.9 | 3.7 | 9.2 | -0.15 | -0.31 | 0.38 | -0.46
COc1ccc(OC)c(C2C(C(C)=O)=C(O)C(=O)N2Cc2cccnc2)c1 (stereo not drawn) | -1.0 | 1142 | 2 | 7 | i | i | 3 | 0.61 | 1059 | 4% | · | · | 3.4 | 3.9 | 5.7 | -0.46 | -0.3 | -0.18 | 0.27
COc1ccc(-c2nc3ncccn3c2Nc2ccc3c(c2)OCCO3)cc1 | -1.8 | 1191 | -3 | 7 | · | i | 11 | 0.51 | 1275 | -43% | -11 | 762 | 1.3 | 1.2 | 7.6 | 0.71 | -0.18 | 0.28 | -0.082
O=C(Cc1ccc(Cl)cc1)Nc1ccccc1C(=O)Nc1ccc(C(=O)O)cc1 | -1.4 | 1059 | -7 | 18 | i | i | 2 | 0.07 | 1152 | 9% | 8 | 726 | 2.0 | 1.7 | 1.7 | -0.6 | -0.25 | -0.19 | 0.0073
O=C1CC(c2ccccc2)Oc2cc(O)cc(O)c21 (stereo not drawn) | 0.3 | 1105 | · | · | i | · | · | -0.23 | 1066 | 4% | -6 | 634 | · | · | · | -0.073 | -0.78 | 0.41 | -0.52
CCc1nc(SCc2ccc(Cl)cc2)n[nH]1 | -3.7 | 1106 | 20 | 6 | i | i | 17 | -0.05 | 1513 | -44% | -1 | 649 | 1.5 | 1.5 | 5.5 | 0.87 | -0.22 | 1.3 | -1.4
O=C(Nc1ccccc1Cl)c1cccc(NC(=O)C2C3CC4OC(=O)C2C4C3)c1 (stereo not drawn) | · | · | -6 | -6 | i | i | -9 | -0.28 | 969 | 15% | 16 | 767 | 1.3 | 1.2 | 8.7 | -0.15 | -0.26 | 0.22 | -0.3
COc1ccccc1CNC(=O)c1cc(C)nn1-c1ccccc1 | -0.3 | 1347 | · | · | i | · | · | 0.1 | 1024 | 25% | 0 | 718 | · | · | · | -0.45 | -0.24 | 0.22 | 0.36
C=CCOC(=O)C1=C(C)Nc2nnnn2C1c1ccc(OC)cc1OC (stereo not drawn) | · | · | 3 | -6 | i | i | 20 | 0.03 | 996 | 8% | 13 | 803 | 1.4 | 1.2 | 4.2 | -0.67 | -0.062 | -0.028 | 1
C=CCNC(=O)C1CCC(C(=O)NCC=C)CC1 (stereo not drawn) | -0.6 | 916 | -17 | 10 | i | i | -3 | 0.09 | 1643 | 5% | 7 | 735 | 6.0 | 1.6 | 8.3 | 0.28 | -0.16 | 0.089 | -0.7
O=C1CCN(N=Nc2cccc(Cl)c2)N1 | -3.4 | 1256 | -22 | -9 | i | i | 1 | -0.67 | 855 | 6% | 23 | 822 | 2.2 | 1.4 | 12 | -1.5 | 0.66 | -0.51 | 1.6
CCN(CC)CCCN1C(=O)C(=O)/C(=C(/O)c2ccc(C)cc2)C1c1ccccn1 (stereo not drawn) | -3.9 | 1259 | -12 | -9 | i | i | -20 | 0.31 | 1267 | 4% | 5 | 775 | 1.5 | 1.1 | 8.1 | -1 | -0.37 | -0.58 | 1.1
Fc1ccc(CO/N=C2\CCCc3nonc32)cc1 | -3.5 | 1153 | 0 | -1 | i | i | -13 | 0.26 | 1182 | -8% | 8 | 707 | 4.1 | 2.5 | 11 | -0.03 | -0.29 | 0.22 | 0.048
O=C(CSc1nccc(-c2cccs2)n1)Nc1ccc(Cl)cc1 | -2.1 | 1050 | · | · | i | · | · | -0.43 | 1489 | 2% | 4 | 716 | · | · | · | 1.8 | -0.25 | 0.69 | -0.78
CCCN(Cc1ccccc1)C(=S)Nc1ccc(SC(F)F)cc1 | · | · | 70* | 20* | i | i | 0 | -0.12 | 1197 | -25% | -15 | 736 | 2.2 | 2.2 | 3.7 | -0.27 | -0.32 | -0.48 | -0.9
Cc1ccc2[nH]c(=O)c(CN(C)C(=O)c3ccccn3)cc2c1 | -3.0 | 1178 | -3 | -13 | i | i | -5 | -0.26 | 1364 | -3% | 5 | 817 | 3.1 | 3.2 | 9.7 | 0.48 | 0.046 | 1 | -0.98
CC(CN1CCN(C)CC1)OC(=O)c1ccccc1 (stereo not drawn) | 0.6 | 1329 | 13 | -4 | i | i | -4 | -1.4 | 1584 | 15% | · | · | 2.4 | 2.2 | 5.3 | -0.41 | -0.18 | -0.76 | -0.011
CN(c1c(C#N)c(C(F)(F)F)nn1C)N(S(C)(=O)=O)S(C)(=O)=O | 0.9 | 1040 | 2 | -9 | i | i | 15 | 0.67 | 1164 | 7% | -8 | 706 | 1.3 | 1.0 | 2.1 | -1.3 | -0.24 | -0.54 | 1
COCC(C)NC(C(=O)Nc1cccc(C(C)=O)c1)c1ccccc1 (stereo not drawn) | 0.6 | 1089 | -3 | -4 | i | i | 9 | -0.14 | 1173 | 18% | -9 | 664 | 3.1 | 2.8 | 7.0 | 2.7 | -0.19 | 1.7 | -1.8
CC(=O)Nc1ccc(S(=O)(=O)Nc2cccc(C(=O)NC(C)(C)C)c2)cc1 | · | · | -2 | 3 | i | i | 4 | · | · | 22% | · | · | 1.1 | 2.0 | 6.3 | 0.37 | -0.22 | 0.18 | 0.087
S=c1nc(-c2cc(Cl)cc(Cl)c2)[nH][nH]1 | 0.0 | 1061 | · | · | i | · | · | · | · | 9% | 4 | 684 | · | · | · | -0.36 | -0.21 | -0.41 | 0.87
COc1ccc(C(C[N+](=O)[O-])c2c(-c3ccccc3)cc3ccccn23)cc1 (stereo not drawn) | -1.6 | 1028 | 13 | -1 | · | i | -9 | · | · | -13% | 5 | 671 | 29* | 19* | 36* | 2.1 | -0.35 | 0.94 | -0.3
Cc1onc(-c2ccccc2Cl)c1C(=O)Oc1cc(N)n(S(=O)(=O)c2ccc(F)cc2)n1 | 4.8 | 1397 | 0 | 4 | i | i | 34 | 0.92 | 1335 | 13% | · | · | 4.6 | 2.3 | 9.6 | 0.93 | -0.15 | 0.69 | -1.1
COc1ccc(NC(=O)CCN2C(=O)c3ccc([N+](=O)[O-])cc3C2=O)c(OC)c1 | · | · | -5 | 8 | i | i | 4 | 0.85 | 1322 | 13% | 4 | 695 | 1.8 | 4.4 | 8.7 | 1.7 | -0.13 | 0.51 | -1.5
CC(C)C(C)NC(=O)COc1ccc(S(=O)(=O)N2CCOCC2)cc1[N+](=O)[O-] (stereo not drawn) | -3.0 | 1002 | -14 | -9 | i | i | 15 | -0.03 | 1299 | 6% | 14 | 607 | 2.7 | 3.1 | 8.6 | -0.74 | -0.21 | -0.59 | 0.65

Compound profiles (already shown). Order of screens: b-catenin transl	b-catenin transl cell count 5 µM	WT yeast gro inh	WT yeast gro inh mutant strain	Yfh1-depleted yeast	Autophagy HCS	Autophagy HCS cell loss 18 h	Ins promoter up	Ins promoter up cell count	HEK293 NOD2/NF-kB	Hep lipid drop	Hep lipid drop cells 6.5 µM	MT stabilize HCS	MT stabilize HCS Hoechst-high %	MT stabilize HCS cytotoxicity %	Dynein cargo inh	Dynein cargo inh cytoplasmic EGFP	Dynein cargo inh nuclear GR-EGFP	Dynein cargo inh cell count
Shown for `CCCN(Cc1ccccc1)C(=S)Nc1ccc(SC(F)F)cc1` = ·	·	70*	20*	i	i	0	-0.12	1197	-25%	-15	736	2.2	2.2	3.7	-0.27	-0.32	-0.48	-0.9
Shown for `Cc1onc(-c2ccccc2Cl)c1C(=O)Oc1cc(N)n(S(=O)(=O)c2ccc(F)cc2)n1` = 4.8	1397	0	4	i	i	34	0.92	1335	13%	·	·	4.6	2.3	9.6	0.93	-0.15	0.69	-1.1
